KB-V1 MDR tox: KB-V1 MDR subline cytotoxicity | KB-V1 MDR cells viability, CellTiter-Glo, 72 h | 400,000 tested, 3.4% active | Potency, µM (titrated, usually from 46.1 µM), without a hit: top-dose activity change, negative = cytotoxicity, usual class: cytotoxic; note: potency is the fitted concentration of half-maximal effect; % is set by controls: 0 for no effect and ±100 for the full control effect; nearly all actives have a fitted effect of over 60% in size
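KB-V1, DMEM (no phenol red) + 10% FBS; cpd pin-transferred, titration series; 72 h, 37 degrees C; CellTiter-Glo, luminescence. Data normalized, curve-fit.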
KB-3-1 tox: kills parental KB-3-1 adenocarcinoma cells. KB-3-1 viability, CellTiter-Glo ATP luminescence, 72 h. Potency, µM (series often up to 46.1 µM), for inactives: at the top dose activity change, negative = cytotoxic, usual class: cytotoxic. 400,000 tested, 1.4% active; note: potency is the fitted concentration of half-maximal effect; % is set by controls: 0 for no effect and ±100 for the full control effect; nearly all actives have a fitted effect of over 60% in size
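Cytotoxicity measured as CellTiter-Glo luminescence after 72 h at 37 C. Compound titrations were pinned onto drug-naive KB-3-1 parental adenocarcinoma cells grown in DMEM with 10% FBS, and normalized data fitted to concentration-response curves.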
IL-1B inflam inh: inflammasome signaling inhibition, IL-1 beta readout; THP-1 LPS/ATP IL-1B secretion, AlphaLISA, 16 h; active compounds read low; activity change, % at 57.5 µM; 360,000 tested, 4.7% active; in the data active = activity change below about -50%; inconclusive = mostly about -30% to -49%; note: % is set by controls: 0 for no effect and ±100 for the full control effect
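Secreted IL-1B measured by AlphaLISA bead assay after 16 h compound exposure of THP-1 cells; compounds (final up to 57.5 uM) added 1 h before LPS (250 ng/mL) and ATP (1.25 mM) stimulation; lower signal means less secretion.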
MCF10A rerep: DNA re-replication induction in MCF 10a cells; MCF 10A DNA re-replication, Hoechst nuclear intensity, 48 h; Potency, µM (doses to about 46.1 µM), for the others: top-dose activity, positive = re-replication, usual class: activators; 350,000 tested, 2.9% active; AID 624296; note: potency is the fitted concentration of half-maximal effect; % of control where 0% means no effect; nearly all actives have a fitted effect of over 50% in size
SW480 rerep: induces DNA re-replication in SW480 colon adenocarcinoma cells; SW480 DNA re-replication, Hoechst DNA content imaging, 48 h; 340,000 tested, 1.8% active; Potency, µM (top dose mostly 46.1 µM), for the others: top-dose re-replication activation, hits mostly activators; note: potency is the fitted concentration of half-maximal effect; % of control where 0% means no effect; nearly all actives have a fitted effect of over 55% in size
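Cells (250 per well) received 23 nL compound or DMSO by pin tool and were kept 48 hr at 37 C, 5% CO2. Nuclei were then stained with Hoechst for 40 min and scanned for DNA content.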
WRN helicase inh: blocks human WRN helicase. Potency, µM (highest dose often 114 µM), without a hit: top-dose activity change, negative = inhibition, actives largely listed as inhibitors. WRN helicase unwinding, fluorescent forked duplex, kinetic. 360,000 tested, 0.46% active; note: potency is the fitted concentration of half-maximal effect; % is set by controls: 0 for no effect and ±100 for the full control effect; nearly all actives have a fitted effect of over 55% in size
Target sequence (Q14191 whole entry, looked up): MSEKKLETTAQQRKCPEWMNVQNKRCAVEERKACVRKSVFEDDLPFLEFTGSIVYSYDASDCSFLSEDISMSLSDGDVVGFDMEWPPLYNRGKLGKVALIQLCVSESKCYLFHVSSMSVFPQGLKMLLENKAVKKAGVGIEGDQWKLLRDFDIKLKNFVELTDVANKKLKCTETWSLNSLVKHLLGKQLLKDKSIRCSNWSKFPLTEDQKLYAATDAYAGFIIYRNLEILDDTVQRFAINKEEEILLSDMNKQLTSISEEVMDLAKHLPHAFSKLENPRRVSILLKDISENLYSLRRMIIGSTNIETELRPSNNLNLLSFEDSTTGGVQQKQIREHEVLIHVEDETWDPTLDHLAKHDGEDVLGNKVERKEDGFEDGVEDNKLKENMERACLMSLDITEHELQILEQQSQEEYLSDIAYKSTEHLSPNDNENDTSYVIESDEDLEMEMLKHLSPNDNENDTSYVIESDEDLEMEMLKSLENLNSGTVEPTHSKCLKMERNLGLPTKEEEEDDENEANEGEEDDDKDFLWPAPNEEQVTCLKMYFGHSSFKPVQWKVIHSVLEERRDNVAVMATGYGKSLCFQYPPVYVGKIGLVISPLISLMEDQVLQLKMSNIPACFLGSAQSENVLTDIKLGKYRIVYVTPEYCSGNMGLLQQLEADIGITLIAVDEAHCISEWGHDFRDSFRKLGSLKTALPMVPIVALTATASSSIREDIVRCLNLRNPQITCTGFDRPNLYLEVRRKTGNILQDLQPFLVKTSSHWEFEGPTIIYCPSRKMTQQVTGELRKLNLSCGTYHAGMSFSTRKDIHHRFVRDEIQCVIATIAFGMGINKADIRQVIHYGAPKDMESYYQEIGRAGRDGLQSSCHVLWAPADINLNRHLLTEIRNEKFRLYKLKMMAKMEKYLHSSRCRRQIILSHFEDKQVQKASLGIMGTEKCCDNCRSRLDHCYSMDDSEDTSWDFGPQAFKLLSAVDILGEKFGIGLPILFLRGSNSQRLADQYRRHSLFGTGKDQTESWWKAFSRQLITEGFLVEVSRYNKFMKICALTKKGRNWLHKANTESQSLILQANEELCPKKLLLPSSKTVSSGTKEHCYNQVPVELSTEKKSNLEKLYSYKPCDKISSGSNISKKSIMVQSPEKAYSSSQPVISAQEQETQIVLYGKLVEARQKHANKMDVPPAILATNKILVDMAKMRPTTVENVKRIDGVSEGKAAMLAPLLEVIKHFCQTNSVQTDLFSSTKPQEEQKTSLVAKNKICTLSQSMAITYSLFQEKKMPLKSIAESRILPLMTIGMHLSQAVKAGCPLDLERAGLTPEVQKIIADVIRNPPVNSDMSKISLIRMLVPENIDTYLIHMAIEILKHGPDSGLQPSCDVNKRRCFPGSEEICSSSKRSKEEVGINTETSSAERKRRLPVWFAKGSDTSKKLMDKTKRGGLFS
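WRN at 20 nM final was preincubated with compound for 15 min at room temperature; reaction started with 100 nM forked duplex oligonucleotide carrying fluorophore and quencher plus 2 mM ATP (final). Unwinding followed kinetically by red fluorescence (ex 525/em 598 nm).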
ATXN2 expr inh: ATXN2 expression inhibition; AID 1745845; HEK-293 ATXN2-luciferase reporter, luminescence, 24 h; 360,000 tested, 0.72% active; Potency, µM (doses to about 57 µM), without a hit: at the highest dose activity change, negative = inhibition, actives largely listed as inhibitors; note: potency is the fitted concentration of half-maximal effect; % is set by controls: 0 for no effect and ±100 for the full control effect; nearly all actives have a fitted effect of over 55% in size
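ATXN2-luciferase reporter cells (luciferase flanked by upstream and downstream ATXN2 gene portions) were treated 24 h at 37 °C with compounds at up to 57 uM. SteadyGlo luminescence gave expression; GF-AFC fluorescence gave viability.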
HT1080 IDH1KD tx: HT-1080 IDH1 knockdown cell toxicity (counter line). HT-1080 IDH1 knockdown viability, ATP luminescence, 48 h. Potency, µM (doses to about 46.1 µM), for inactives: at the highest dose activity, negative = toxicity, usual class: cytotoxic. 360,000 tested, 2% active;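 note: potency is the fitted concentration of half-maximal effect; 0% = DMSO wells and -100% = cell-free medium wells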
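Luminescent ATP read-out (CellTiter-Glo, 10 min at room temperature) after 48 h compound exposure at 37 °C gave viability of IDH1-knockdown HT-1080 cells. Activity was normalised to DMSO and cell-free wells, then fitted as concentration-response curves.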
HT1080NT lethal: kills 2HG-producing HT-1080-NT fibrosarcoma cells. 360,000 tested, 1.6% active. AID 686970. HT-1080-NT fibrosarcoma viability, CellTiter-Glo ATP luminescence, 48 h. Potency, µM (doses to about 46.1 µM), without a hit: at the highest dose activity, negative = less viability, hits mostly cytotoxic;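 note: NT is the 2HG producing partner of a matched IDH1 knockdown line; potency is the fitted concentration of half-maximal effect; 0% = DMSO-treated cells and -100% = media-only wells without cells; nearly all actives have a fitted effect of over 55% in size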
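Viability of the 2HG-overproducing fibrosarcoma line after 48 hours of compound exposure at 37 degrees C was determined by luminescence with CellTiter-Glo, and concentration-effect curves were then fitted and categorized.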
Numbers without * were called inactive; ? = inconclusive; · = no result given; & = joins results of further samples; [ ] = remark or other dose. Unless noted, calls come from the whole dose curve; as a rule, active = well fitted curve in the direction sought with a large enough effect; inconclusive = small, poorly fitted or top-dose-only effect, or another doubt; inactive = no such curve, though single readings can be large; an effect the other way counts as inactive or inconclusive.

Sample of the layout:
Below each SMILES: KB-V1 MDR tox | KB-3-1 tox | IL-1B inflam inh | MCF10A rerep | SW480 rerep | WRN helicase inh | ATXN2 expr inh | HT1080 IDH1KD tx | HT1080NT lethal
CCC[C@@H]1C[C@@H](C(=O)N[C@H]([C@@H](C)O)[C@H]2O[C@H](SC)[C@H](O)[C@@H](O)C2O)N(C)C1 (some centres undefined)
→ 2% | 0% | 20 | 7%&5% | ? | 6%[11.6 µM] | 8% | 21% | ?
O=C(CCCn1c(=S)[nH]c2ccc(Br)cc2c1=O)NCC1CCCO1 (centres undefined)
→ 17% | 5% | 0 | 0% | -3% | 1% | -13% | 2% | 3%

Results, from the start:
Below each SMILES: KB-V1 MDR tox | KB-3-1 tox | IL-1B inflam inh | MCF10A rerep | SW480 rerep | WRN helicase inh | ATXN2 expr inh | HT1080 IDH1KD tx | HT1080NT lethal
CCC[C@@H]1C[C@@H](C(=O)N[C@H]([C@@H](C)O)[C@H]2O[C@H](SC)[C@H](O)[C@@H](O)C2O)N(C)C1 (some centres undefined)
→ 2% | 0% | 20 | 7%&5% | ? | 6%[11.6 µM] | 8% | 21% | ?
O=C(CCCn1c(=S)[nH]c2ccc(Br)cc2c1=O)NCC1CCCO1 (centres undefined)
→ 17% | 5% | 0 | 0% | -3% | 1% | -13% | 2% | 3%
O=C(COC(=O)/C=C/c1cccc(Cl)c1)NC(=O)NCc1ccccc1
→ 21% | -2% | 13 | ? | -7% | 1% | -16% | 6% | -19%
COc1ccc(Br)cc1Cn1nnc(C(=O)Nc2ccc3c(c2)OCCO3)c1N
→ ? | ? | -3 | ? | 19% | -3% | ? | ? | ?
O=C(N/N=C/C(Cl)=C/c1ccccc1)c1ccco1
→ 3% | 28% | 0 | -5% | -8% | -1% | 11% | -18% | -6%
Cc1ccccc1Nc1nnc(C)c(=O)n1N
→ 7% | 10% | 11 | -8% | -4% | -5% | 0% | 3% | 14%
O=C(NC1CCCC1)C(c1ccc(F)cc1)N1CCC(O)(c2ccc(Cl)cc2)CC1 (centres undefined)
→ ? | -25% | -1 | · | · | -2% | · | -13% | -29%
COc1ccc(S(=O)(=O)NCc2ccccn2)cc1NC(=O)c1ccccc1F
→ 1.8µM* | 1.5µM* | 33 | 13µM* | 5.8µM* | -7% | -17% | 5.8µM* | 4.6µM*
Cc1cccc(C2=NN(c3ccccc3)[C@H](CO)[C@H]2c2ccccc2)c1
→ 18% | 1% | 3 | 2.3µM* | 16µM* | -2% | -3% | -26% | -23%
O=C(CN(CC1CCCO1)C(=O)CNS(=O)(=O)c1ccccc1)NCCc1ccccc1 (centres undefined)
→ -2% | 11% | -15 | ? | 1% | -7% | -13% | -2% | 4%
COC(=O)CNc1nc(-c2ccncc2)nc2ccccc12
→ 0% | 4% | 51 | 17% | -1% | -12% | 5% | 0% | 6%
O=C(Nc1ccccc1)Nc1cc(S(=O)(=O)N2CCOCC2)ccc1N1CCCC1
→ 14% | 8% | -24 | 8% | -4% | -10% | -10% | 11% | 8%
CCOC(=O)CC1(NC(=O)C2CCC(=O)N(Cc3ccccc3OC)C2)CCCCC1 (centres undefined)
→ 8% | -12% | -1 | 1% | 0% | -17% | 12% | 7% | -1%
O=C(NNC(=O)c1cccs1)c1ccncc1
→ -32% | ? | 3 | 12% | -2% | -15% | 7% | -13% | -8%
O=S(=O)(c1ccc2c(c1)OCCO2)N1CCN(c2nc3ccccc3s2)CC1
→ -2% | 0% | -27 | 0% | 0% | -16% | -7% | 2% | -12%
C=CCn1c(COc2ccccc2F)nnc1SCC(=O)c1c[nH]c2ccccc12
→ 13µM* | ? | -3 | 17% | -6% | -3% | -15% | -13% | 0%
CCN(CC)S(=O)(=O)c1ccc(NC2c3ccccc3C(=O)N2c2ccc(C)cn2)cc1 (centres undefined)
→ 0% | -1% | 11 | -4% | -3% | -5% | 17% | 5% | 8%
CCc1ccc(NC(=O)CCCNC(=O)Cn2cnc3sc(C)c(C)c3c2=O)cc1
→ -9% | ? | 85 | 0% | ? | 9% | -20% | 15% | 12%
CN1CCN(C(=O)c2cc(COc3ccc(F)cc3Cl)on2)CC1c1ccccc1 (centres undefined)
→ -5% | 16µM* | -88* | 21µM* | ? | -14% | -28% | ? | -19%
Cc1ccc(S(=O)(=O)Cn2nnnc2C(CC(C)C)N2CCN(c3ccc(F)cc3)CC2)cc1 (centres undefined)
→ 1% | 4% | 26 | 14% | -1% | -4% | -10% | 0% | 7%
COCCNC(=O)c1c[nH]c2ccc(S(=O)(=O)N(C)c3ccc(C)c(C)c3)cc2c1=O
→ ? | -3% | 6 | 20% | 25% | -6%[57.1 µM] | -25% | -9% | ?
NC1=NOC(=O)C1C1CCCCC1 (centres undefined)
→ -16% | 0% | -14 | 7% | 1% | ? | -11% | 19% | 13%
Cn1ccc(NC(=O)Nc2cccc([N+](=O)[O-])c2)n1
→ -13% | 1% | ? | -2% | -2% | 6%[57.1 µM] | 22% | 6% | 21%
Cc1ccccc1C(=O)NNC(=O)C12CC3CC(CC(C3)C1)C2
→ -2% | 11% | 0 | 3% | -2% | 0% | -6% | -1% | 2%
O=C1/C(=C2/NCCN2C2CC(=O)N(c3ccccc3)C2=O)CC/C1=C\c1ccccc1 (centres undefined)
→ 21% | -1% | 15 | -7% | -9% | 8% | 8% | 18% | 15%
CC#CCN1c2ccccc2[C@]23C[C@@H](C(=O)OC)N(C(=O)C4CCC4)C2=NC(C(=O)OC)=C(C(=O)OC)[C@H]13
→ 2% | 2% | -1 | ? | -1% | -4% | -4% | -1% | -5%
CCCCNc1c(-c2ccc(-c3cccc(Cl)c3)cc2)nc2ccccn12
→ ? | ? | -26 | ? | -20%[9.22 µM] | -5%&9% | -8% | ? | ?
O=C(NC1CCCCC1)c1n[nH]c2c1CCCCC2
→ -26% | ? | -16 | 14% | 12% | 6% | 10µM* | -28% | ?
Cn1nc(C(=O)NC2CCCCC2)c2c1-c1ccccc1SC2
→ 1% | 1% | 11 | 5% | 1% | 1% | -16% | 10% | -1%
COc1ccccc1NC(=S)NC(=O)CCCOc1ccc(Cl)cc1Cl
→ 2% | 10% | -3 | ? | ? | -18% | -4% | -10% | ?

Ordered by the number under WRN helicase inh (high to low): six from the list above
| canonical_smiles | IL-1B inflam inh | SW480 rerep | WRN helicase inh |
| --- | --- | --- | --- |
| O=C(NC1CCCCC1)c1n[nH]c2c1CCCCC2 | -16 | 12% | 6% |
| O=C(N/N=C/C(Cl)=C/c1ccccc1)c1ccco1 | 0 | -8% | -1% |
| COc1ccc(Br)cc1Cn1nnc(C(=O)Nc2ccc3c(c2)OCCO3)c1N | -3 | 19% | -3% |
| CCN(CC)S(=O)(=O)c1ccc(NC2c3ccccc3C(=O)N2c2ccc(C)cn2)cc1 (centres undefined) | 11 | -3% | -5% |
| COc1ccc(S(=O)(=O)NCc2ccccn2)cc1NC(=O)c1ccccc1F | 33 | 5.8µM* | -7% |
| O=C(Nc1ccccc1)Nc1cc(S(=O)(=O)N2CCOCC2)ccc1N1CCCC1 | -24 | -4% | -10% |

(further entries)
Below each SMILES: KB-V1 MDR tox | KB-3-1 tox | IL-1B inflam inh | MCF10A rerep | SW480 rerep | WRN helicase inh | ATXN2 expr inh | HT1080 IDH1KD tx | HT1080NT lethal
COc1ccccc1C/C(N)=N/OC(=O)COc1cc(C)cc(C)c1C
→ ? | -20% | -1 | 43% | 2% | -4% | -3% | -4% | -3%
CCOC(=O)C1CCCN(C(=O)C(CCSC)NC(=O)COc2ccccc2)C1 (centres undefined)
→ ? | -12% | -2 | 0% | -9% | -6% | 1% | 6% | 2%
CCOc1ccccc1C(=O)N/N=C/c1coc2ccc(C)cc2c1=O
→ -11% | 0% | 85 | ? | ? | -32% | 36%[activator] | ? | ?
Cc1c(C(=O)NCCNc2ncc(C(F)(F)F)cc2Cl)cccc1[N+](=O)[O-]
→ -13% | -4% | -4 | 1% | -117%[inhibitor] | -17% | -5% | -9% | -9%
CN1C(=O)/C(=C/c2ccc(OCc3ccc(F)cc3)cc2)N(C)C1=S
→ -1% | -5% | -8 | ? | ? | 3% | -30% | 10% | -7%
O=C(NCCC1=CCCCC1)c1coc(=O)c(Br)c1
→ ? | ? | 0 | 12µM* | 9.2µM* | 5% | ? | 18µM* | 7.3µM*
O=C(CCCOc1ccc(Cl)cc1Cl)N/N=C\C1CCCCC1
→ -1% | 9% | -51* | ? | 30% | -16% | -9% | -8% | 0%
COc1cc(NC(=O)Cc2nn(C)c(=O)c3ccccc23)cc(OC)c1OC
→ 15µM* | -4% | 29 | 6% | -8% | 2% | 12% | 8% | -12%
CCN(CC)c1ccc(CN2CCC(C(=O)NCc3ccc(C)cc3)CC2)cc1
→ ? | -17% | -2 | -3% | 18% | 14% | -15% | -26% | ?
CCOC(=O)C1CCN(C(=O)CSc2c3c(nc4ccccc24)CCC3)CC1
→ -25% | 8% | -130* | 2% | 0% | -1% | · | -14% | -12%
O=C1C2C3C=CC(C3)C2C(=O)N1c1ccc2c(c1)OCO2 (centres undefined)
→ 9% | 4% | 12 | 6% | -6% | 152%[activator] | 7% | 1% | 10%
CC1CCCCC12NC(=O)N(CC(=O)NCCc1c[nH]c3ccccc13)C2=O (centres undefined)
→ 22% | 0% | -8 | -2% | 17% | -1% | · | 2% | 3%
CC(C(=O)Nc1sc2c(c1C(=O)NCc1ccco1)CCCC2)N1C(=O)c2ccccc2C1=O (centres undefined)
→ 3% | 2% | -1 | 13% | 20% | -11% | -1% | ? | -4%
O=c1[nH]n(-c2ccc(Cl)cc2)c2ncccc12
→ -23% | -20% | 9 | 12% | 3% | 4% | 5% | -7% | -2%
CCOC(=O)N1CCN(C(=O)NC2CCCCC2)CC1
→ 18% | 0% | 0 | 5% | -3% | 7% | 22% | 14% | 26%
CC(C)n1nnnc1SCC(=O)NCc1ccco1
→ 16% | 3% | -6 | 0% | -2% | -20% | 1% | -1% | -5%
